Mtb BioA inh: BioA (M. tuberculosis) enzyme inhibition; purified M. tuberculosis BioA enzyme, plate reader; inhibition, % at 9.99 µM; hit rate 0.096% among 360,000; AID 602481; in the data active = inhibition above about 40%
Numbers without * were called inactive. These rows are one share of the data; rates above refer to the full screens.

SMILES	Mtb BioA inh
C[C@@H]1CN([C@H](C)CO)C(=O)Cc2cc(NC(=O)c3ccncc3)ccc2O[C@H]1CN(C)Cc1ccc(C(F)(F)F)cc1	16.5
CO[C@@H]1CN(C)C(=O)c2ccc(NC(=O)C3CCOCC3)cc2OC[C@H](C)N(C(=O)c2ccccc2)C[C@@H]1C	-0.4
CO[C@H]1CN(C)C(=O)c2cc(NC(=O)C3CCC3)ccc2OC[C@@H](C)N(C(=O)CN(C)C)C[C@@H]1C	-1.1
C[C@H](CO)N1C[C@H](C)[C@@H](CN(C)Cc2ccc(Oc3ccccc3)cc2)Oc2ccc(NC(=O)CCN3CCOCC3)cc2C1=O	1.8
C[C@H](CO)N1C[C@H](C)[C@@H](CN(C)C(=O)NC2CCCCC2)OCCCC[C@H](C)Oc2ccc(NC(=O)Nc3ccc(C(F)(F)F)cc3)cc2C1=O	0.0
CC(C)NC(=O)N(C)C[C@@H]1Oc2c(NC(=O)c3ccc(-c4nccs4)cc3)cccc2C(=O)N([C@@H](C)CO)C[C@H]1C	-2.2
O=C(NCc1ccc(F)cc1)[C@@H]1[C@@H](CO)[C@@H]2Cn3c(ccc(C4=CCCCC4)c3=O)[C@H]1N2	-3.8
C[C@H]1CN([C@@H](C)CO)C(=O)c2cccc(NS(=O)(=O)c3ccccc3)c2O[C@@H]1CN(C)C(=O)Nc1ccccc1	-2.3
CN(C)CCCNC(=O)C[C@H]1C=C[C@@H](NS(=O)(=O)c2ccccc2)[C@@H](CO)O1	2.8
C[C@H]1CN([C@@H](C)CO)C(=O)CCCn2nncc2CO[C@H]1CN(C)C(=O)Nc1ccc2c(c1)OCCO2	-2.2
C[C@H](CO)N1C[C@H](C)[C@H](CN(C)C(=O)Nc2ccccc2)OCCCC[C@H](C)Oc2ccc(NS(=O)(=O)c3ccccc3)cc2C1=O	-1.7
C[C@@H]1CN([C@H](C)CO)C(=O)c2cc(NS(C)(=O)=O)ccc2O[C@H]1CN(C)Cc1ccc(C(=O)O)cc1	-0.7
COc1ccc(NC(=O)Nc2cccc3c2O[C@H](CN(C)S(C)(=O)=O)[C@H](C)CN([C@H](C)CO)C3=O)cc1	0.0
CC(C)COC(=O)N(C)C[C@@H]1OCc2ccccc2-c2ccccc2C(=O)N([C@H](C)CO)C[C@@H]1C	2.2
CCCC#Cc1ccc([C@H]2[C@@H](C#N)N(C(=O)CN3CCOCC3)[C@@H]2CO)cc1	-1.0
CCCC#Cc1ccc([C@@H]2[C@@H](CO)N(C(=O)C3CC3)[C@H]2C#N)cc1	-0.2
C[C@@H]1CN([C@@H](C)CO)S(=O)(=O)c2ccc(C#Cc3ccccc3)cc2O[C@H]1CN(C)C	-0.1
CN1CCN(C(=O)C[C@@H]2CC[C@H]3[C@H](COc4ccc(NC(=O)c5cscn5)cc4C(=O)N3C)O2)CC1	-0.3
C/C=C/c1cccc(-c2nc(C(=O)NCc3ccccc3)cc3c2[C@@H](CCO)N([S@](=O)C(C)(C)C)C3)c1	8.4
CCCC(=O)Nc1ccc2c(c1)C(=O)N(C)[C@H]1CC[C@@H](CC(=O)NCCc3ccncc3)O[C@H]1CO2	2.2
COCC#Cc1cnc2c(c1)C(=O)N([C@H](C)CO)C[C@H](C)[C@H](CN(C)C)O2	-1.9
COCC(=O)N1CCCCN2[C@H](CO)[C@@H](c3ccc(-c4ccc(C)cc4)cc3)[C@@H]2C1	3.4
C[C@@H]1CN([C@H](C)CO)C(=O)Cc2cc(N(C)C)ccc2O[C@@H]1CN(C)Cc1ccc(-c2ccccc2)cc1	-0.3
CCC(=O)Nc1ccc2c(c1)C(=O)N(C)C[C@@H](OC)[C@H](C)CN(Cc1ccccc1F)[C@H](C)CO2	-2.3
C[C@@H]1CCCCO[C@H](CN(C)S(=O)(=O)c2cn(C)cn2)[C@@H](C)CN([C@H](C)CO)C(=O)c2cc(NC(=O)Nc3cccc4ccccc34)ccc2O1	-1.1

More records:
SMILES	Mtb BioA inh
COc1ccc(NC(=O)Nc2ccc3c(c2)CC(=O)N([C@H](C)CO)C[C@@H](C)[C@@H](CN(C)C(=O)Nc2ccc4c(c2)OCO4)O3)cc1	4.7
CO[C@@H]1CN(C)C(=O)c2cc(NC(=O)c3ccccc3F)ccc2OC[C@@H](C)N(CC2CCOCC2)C[C@@H]1C	1.1
COc1ccc(S(=O)(=O)N[C@H]2CC[C@H](CCn3cc(-c4cccc(F)c4)nn3)O[C@@H]2CO)cc1	2.4
Cc1ccc(S(=O)(=O)N2C[C@@H](O)COC[C@H]3O[C@H](CC(=O)NCC4CCCCC4)CC[C@@H]32)cc1	-1.5
CC(=O)N(C)C[C@@H]1Oc2cc(Br)ccc2S(=O)(=O)N([C@@H](C)CO)C[C@H]1C	-1.9
C[C@@H]1CCCCO[C@@H](CN(C)Cc2ccc(C(=O)O)cc2)[C@@H](C)CN([C@H](C)CO)C(=O)c2cc(NC(=O)c3ccncc3)ccc2O1	-1.1
O=C(C[C@@H]1C[C@H]2c3cc(NC(=O)C4CCOCC4)ccc3O[C@H]2[C@H](CO)O1)NCc1ccc(Oc2ccccc2)cc1	-2.0
O=C(C[C@H]1CC[C@H]2[C@@H](COC[C@@H](O)CN2Cc2cc(F)ccc2F)O1)NCc1ccccc1	3.7
COc1ccc(S(=O)(=O)N(C)C[C@@H]2OCCCC[C@H](C)Oc3ccc(NS(=O)(=O)c4cn(C)cn4)cc3C(=O)N([C@@H](C)CO)C[C@H]2C)cc1	-0.1
C[C@H]1CN([C@@H](C)CO)C(=O)c2cc(NS(=O)(=O)c3cn(C)cn3)ccc2O[C@H]1CN(C)C(=O)Nc1ccc(C(F)(F)F)cc1	-2.2
C[C@@H]1CN([C@@H](C)CO)C(=O)c2cc(NC(=O)CCC(F)(F)F)ccc2O[C@H]1CN(C)S(=O)(=O)c1cn(C)cn1	-0.9
COc1ccccc1S(=O)(=O)N[C@H]1CC[C@@H](CC(=O)NCc2cccc(F)c2)O[C@H]1CO	-0.5
Cc1noc(C)c1NC(=O)N(C)C[C@@H]1Oc2c(NC(=O)c3ccc(-c4nccs4)cc3)cccc2C(=O)N([C@H](C)CO)C[C@@H]1C	-0.3
CC(=O)N(C[C@@H]1N[C@@H](CO)[C@@H]1c1ccc(-c2ccccc2)cc1)C(C)C	-2.3
CN(C)C(=O)c1cccc(-c2ccc3c(c2)[C@@H]2[C@@H](CCN2C(=O)C2CC2)[C@H](CO)N3)c1	-1.4
CO[C@@H](CN(C)Cc1ccc2c(c1)OCO2)[C@@H](C)CN(C(=O)Nc1ccc(F)cc1)[C@@H](C)CO	0.3
O=C(C[C@H]1C[C@H]2c3cc(NS(=O)(=O)c4ccc(F)cc4)ccc3O[C@H]2[C@@H](CO)O1)NCc1ccc(Oc2ccccc2)cc1	-1.9
Cc1ccc(S(=O)(=O)Nc2cccc3c2O[C@@H](CN(C)S(=O)(=O)c2cn(C)cn2)[C@@H](C)CN([C@@H](C)CO)C3=O)cc1	4.3
C[C@H]1CN([C@@H](C)CO)C(=O)c2cc(NC(=O)Nc3ccc4c(c3)OCO4)ccc2O[C@H]1CN(C)S(=O)(=O)c1cccs1	1.1
C[C@@H]1CN([C@H](C)CO)C(=O)Cc2cc(NC(=O)Nc3ccc(F)cc3)ccc2O[C@@H]1CN(C)Cc1ccncc1	0.2
CO[C@H]1CN(C)C(=O)c2cc(NC(C)=O)ccc2OC[C@@H](C)N(Cc2cncnc2)C[C@H]1C	-2.0
COc1ccc(NC(=O)N(C)C[C@H]2Oc3ncc(C4=CCCC4)cc3C(=O)N([C@@H](C)CO)C[C@H]2C)cc1	1.8
C[C@H](CO)N1C[C@H](C)[C@H](CN(C)C(=O)Nc2ccc3c(c2)OCO3)OCCCC[C@H](C)Oc2ccc(NC(=O)Nc3ccc(C(F)(F)F)cc3)cc2C1=O	0.3
C[C@@H]1CN([C@H](C)CO)C(=O)CCCn2cc(nn2)CO[C@@H]1CN(C)S(=O)(=O)c1ccc(Oc2ccccc2)cc1	-0.2
O=C(C[C@@H]1C=C[C@@H](NC(=O)C2CCOCC2)[C@@H](CO)O1)NCC1CCCCC1	2.1

Reformatted: 2 of the compounds above.
structure | Mtb BioA inh
COc1ccc(NC(=O)Nc2cccc3c2O[C@H](CN(C)S(C)(=O)=O)[C@H](C)CN([C@H](C)CO)C3=O)cc1 | 0.0
CC(C)COC(=O)N(C)C[C@@H]1OCc2ccccc2-c2ccccc2C(=O)N([C@H](C)CO)C[C@@H]1C | 2.2

Ordered by count of non-hydrogen atoms (lowest first): some entries from above.
SMILES	Mtb BioA inh
CN1CCN(C(=O)C[C@@H]2CC[C@H]3[C@H](COc4ccc(NC(=O)c5cscn5)cc4C(=O)N3C)O2)CC1	-0.3
C[C@H]1CN([C@@H](C)CO)C(=O)CCCn2nncc2CO[C@H]1CN(C)C(=O)Nc1ccc2c(c1)OCCO2	-2.2
CO[C@@H]1CN(C)C(=O)c2ccc(NC(=O)C3CCOCC3)cc2OC[C@H](C)N(C(=O)c2ccccc2)C[C@@H]1C	-0.4

2 neighbouring compounds from above:
SMILES	Mtb BioA inh
C[C@H]1CN([C@@H](C)CO)C(=O)c2cc(NC(=O)Nc3ccc4c(c3)OCO4)ccc2O[C@H]1CN(C)S(=O)(=O)c1cccs1	1.1
C[C@@H]1CN([C@H](C)CO)C(=O)Cc2cc(NC(=O)Nc3ccc(F)cc3)ccc2O[C@@H]1CN(C)Cc1ccncc1	0.2

Other entries:
SMILES	Mtb BioA inh
C[C@@H]1CCCCO[C@H](CN(C)S(=O)(=O)c2ccc(Cl)cc2)[C@@H](C)CN([C@@H](C)CO)C(=O)c2cc(NS(C)(=O)=O)ccc2O1	-0.4
O=C(NCC[C@H]1CC[C@@H](NC(=O)C2CC2)[C@@H](CO)O1)Nc1ccc(C(F)(F)F)cc1	0.1
COc1ccc(CN(C)C[C@H]2Oc3ccc(NC(=O)NC(C)C)cc3CC(=O)N([C@@H](C)CO)C[C@@H]2C)cc1	-5.0
C[C@@H]1CN([C@@H](C)CO)C(=O)c2cc(-c3ccncc3)cnc2O[C@H]1CN(C)Cc1ccc(Oc2ccccc2)cc1	-3.3
O=C(NCC[C@@H]1CC[C@H](NS(=O)(=O)c2ccc(Cl)cc2)[C@@H](CO)O1)c1ccccc1F	1.2
CC(C)C#Cc1cnc2c(c1)C(=O)N([C@H](C)CO)C[C@@H](C)[C@H](CN(C)Cc1ccccc1)O2	2.6
C[C@@H]1CN([C@@H](C)CO)C(=O)c2cc(NC(=O)Nc3ccc(C(F)(F)F)cc3)ccc2O[C@@H]1CN(C)Cc1ccc2c(c1)OCO2	-7.6
C[C@H](CO)N1C[C@H](C)[C@H](CN(C)C(=O)C2CCC2)Oc2ncc(C#CC(C)(C)O)cc2C1=O	-1.8
CO[C@@H](CN(C)Cc1cc(F)ccc1F)[C@H](C)CN([C@@H](C)CO)S(=O)(=O)c1ccc(C)cc1	0.7
Cc1noc(C)c1S(=O)(=O)N(C)C[C@H]1OCCCC[C@H](C)Oc2ccc(NC(=O)C3CCCCC3)cc2C(=O)N([C@H](C)CO)C[C@H]1C	-0.3
O=C(C[C@@H]1C=C[C@H](NS(=O)(=O)c2ccc(F)cc2)[C@@H](CO)O1)N1CCN(c2ccccc2)CC1	-1.3
O=C(NCC[C@H]1CC[C@@H](NC(=O)C2CCCC2)[C@@H](CO)O1)Nc1ccc(Cl)cc1	4.8
CO[C@@H]1CN(C)C(=O)c2ccc(NC(=O)Nc3cccc(F)c3)cc2OC[C@@H](C)N(C)C[C@@H]1C	0.1
CCNC(=O)[C@@H]1[C@@H](CO)[C@@H]2Cn3c(ccc(-c4ccccc4)c3=O)[C@@H]2N1CC	0.1
CC(C)NC(=O)N(C)C[C@@H]1Oc2c(cccc2N(C)C)C(=O)N([C@@H](C)CO)C[C@@H]1C	-0.8
C[C@@H]1CN([C@H](C)CO)S(=O)(=O)c2ccc(-c3cccc(C(=O)N(C)C)c3)cc2O[C@@H]1CN(C)C(=O)Nc1ccccc1	-2.8
C[C@H](CO)N1C[C@H](C)[C@@H](CN(C)C)Oc2cc(-c3ccccc3)ccc2S1(=O)=O	3.9
CCNC(=O)C[C@H]1CC[C@@H]2[C@H](COC[C@H](O)CN2C(=O)c2cc(Cl)cc(Cl)c2)O1	0.3
O=C(C[C@@H]1CC[C@H](NC(=O)c2cccnc2)[C@@H](CO)O1)NCCN1CCCCC1	-1.0
COc1ccc(CN(C)C[C@H]2OCCCC[C@@H](C)Oc3ccc(NC(=O)Nc4ccc(F)cc4)cc3C(=O)N([C@H](C)CO)C[C@@H]2C)cc1	-0.7
COc1ccccc1C#Cc1ccc2c(c1)[C@@H]1[C@@H](CCN1C(C)=O)[C@@H](CO)N2C	-2.5
Cc1noc(C)c1S(=O)(=O)Nc1cccc2c1O[C@@H](CN(C)S(C)(=O)=O)[C@@H](C)CN([C@@H](C)CO)C2=O	-2.1
CN(C)C(=O)C[C@H]1CC[C@H]2[C@H](COc3ccc(NC(=O)Nc4cccc(Cl)c4)cc3C(=O)N2C)O1	7.0
CCCNC(=O)N1C[C@@H]2[C@H](c3ccccc31)[C@H](CO)N2C(=O)NCCC	-1.7
C[C@H]1CCCCO[C@H](CN(C)C(=O)c2ccncc2)[C@@H](C)CN([C@@H](C)CO)C(=O)c2cc(NC(=O)c3ccncc3)ccc2O1	0.1
CC(C)NC(=O)Nc1ccc2c(c1)CC(=O)N([C@H](C)CO)C[C@H](C)[C@H](CN(C)Cc1ccc(C(F)(F)F)cc1)O2	1.9
COCC(=O)NC[C@H]1[C@@H](c2ccc(C3=CCCC3)cc2)[C@@H](CO)N1C(C)=O	-0.6
C[C@@H]1CN([C@H](C)CO)C(=O)c2cc(NS(=O)(=O)c3ccc(F)cc3)ccc2O[C@@H](C)CCCCO[C@H]1CN(C)S(=O)(=O)c1ccc(Cl)cc1	-6.2
C[C@@H](NC(=O)C[C@H]1C[C@@H]2c3cc(NS(=O)(=O)c4ccc(F)cc4)ccc3O[C@@H]2[C@H](CO)O1)c1ccccc1	1.3

In the list so far, these contain a COOH group.
SMILES	Mtb BioA inh
C[C@@H]1CN([C@H](C)CO)C(=O)c2cc(NS(C)(=O)=O)ccc2O[C@H]1CN(C)Cc1ccc(C(=O)O)cc1	-0.7
C[C@@H]1CCCCO[C@@H](CN(C)Cc2ccc(C(=O)O)cc2)[C@@H](C)CN([C@H](C)CO)C(=O)c2cc(NC(=O)c3ccncc3)ccc2O1	-1.1

Screening data (PubChem BioAssay)
